Assay outcomes from PubChem BioAssay.
Y pestis TopoI = Yersinia pestis topoisomerase I inhibitors, primary screen, biochemical, cleavage product accumulation, plate reader, single point; DNA topoisomerase I (Yersinia pestis CO92); activity, % at 10 µM; hit rate 0.064% among 360,000; Y. pestis Topo-I cleavage product accumulation; AID 504884, 2011; in the data active means activity above about 50%, passing the limit was not always enough; further: inactives centre near 2
Vc quorum ag = inducers of Vibrio cholerae quorum light production without autoinducers, primary screen, BH1578 luxS cqsA deficient, single point. V. cholerae BH1578 lux reporter, luminescence, 6 h. activation, % at 18.7 µM. hit rate 0.16% among 350,000. AID 588436, 2011; in the data active means activation mostly above about 9.7%, no sharp cut-off; further: not every result past the cut was called active; inactives centre near 0; reference of the scale not given here
TcdB inh = TcdB glycohydrolase inhibitors, primary screen, biochemical, single point, plate reader. TcdB glycohydrolase enzymatic assay. hit rate 0.24% among 350,000. inhibition, % at 9.99 µM. Toxin B (Clostridioides difficile), P18177; in the data active means inhibition above about 10%
Rv3671c inh = Rv3671c serine protease inhibitors, primary screen, biochemical, fluorescence polarization, M. tuberculosis H37Rv. AID 2606, 2010. P9WHR9. hit rate 0.048% among 320,000. inhibition, % at 5.96 µM; in the data active means inhibition above about 38%;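 further: extracellular domain of Rv3671c used as enzyme; 0% = enzyme with DMSO and 100% = no enzyme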
Target sequence (P9WHR9 whole entry, looked up, the tested form may be a part): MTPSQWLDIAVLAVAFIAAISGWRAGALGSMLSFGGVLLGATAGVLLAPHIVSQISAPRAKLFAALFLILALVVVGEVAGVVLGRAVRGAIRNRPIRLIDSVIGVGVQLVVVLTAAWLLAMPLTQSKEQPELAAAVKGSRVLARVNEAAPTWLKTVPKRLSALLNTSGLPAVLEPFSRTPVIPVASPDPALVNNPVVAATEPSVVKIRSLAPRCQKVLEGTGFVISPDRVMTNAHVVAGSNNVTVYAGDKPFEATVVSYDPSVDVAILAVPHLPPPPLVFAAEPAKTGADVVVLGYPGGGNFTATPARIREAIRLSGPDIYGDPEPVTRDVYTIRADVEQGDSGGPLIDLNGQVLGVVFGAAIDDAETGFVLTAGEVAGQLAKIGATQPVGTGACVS
MazF activator = activators of E. coli MazEF toxin-antitoxin RNase, primary screen, biochemical, fluorescence, uHTS. FAM/BHQ RNA-DNA oligo cleavage fluorescence, 5 h. AID 504720, 2011. activation, % at 20 µM. hit rate 0.32% among 350,000. Endoribonuclease toxin MazF (Escherichia coli (strain K12)), P0AE70; in the data active means activation above about 50%
Target sequence (P0AE70 whole entry, looked up): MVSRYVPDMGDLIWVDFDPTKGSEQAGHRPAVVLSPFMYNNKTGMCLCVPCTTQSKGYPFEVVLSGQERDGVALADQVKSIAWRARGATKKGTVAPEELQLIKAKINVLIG
SSB-PriA inh = inhibitors of Klebsiella pneumoniae PriA binding to SSB C-terminal tail, primary screen, biochemical, AlphaScreen; AlphaScreen SSBct-PriA binding, biotinylated peptide; inhibition, % at 33 µM; AID 1272365, 2023; hit rate 0.6% among 430,000; in the data active means inhibition mostly above about 37%, no sharp cut-off; inactive means mostly below about 20%;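 further: plate controls were negative control peptide for no effect and reference peptide for full effect; strong numbers were not always called active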
DUSP3 inh = VHR1 phosphatase inhibitors, primary screen, biochemical, absorbance, uHTS; recombinant VHR phosphatase, pNPP absorbance; Dual specificity protein phosphatase 3 (Homo sapiens), P51452; hit rate 0.52% among 290,000; inhibition, % at 13.3 µM; in the data active means inhibition above about 50%; further: some compounds called inactive have numbers as strong as hits
Target sequence (P51452 whole entry, looked up): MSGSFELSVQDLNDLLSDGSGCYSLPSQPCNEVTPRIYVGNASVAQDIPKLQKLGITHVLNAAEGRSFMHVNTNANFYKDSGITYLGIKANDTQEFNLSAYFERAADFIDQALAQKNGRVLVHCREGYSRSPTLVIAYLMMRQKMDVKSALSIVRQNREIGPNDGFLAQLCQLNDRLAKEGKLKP
3CLpro inhibitor = SARS-CoV 3CLpro protease inhibitors, primary screen, biochemical, quenched FRET. Replicase polyprotein 1ab (Severe acute respiratory syndrome coronavirus), P0C6X7. recombinant SARS-CoV 3CLpro, quenched FRET peptide cleavage. inhibition, % at 6 µM. hit rate 0.14% among 290,000; in the data active means inhibition above about 12%
Anthrax LF prot = Bacillus anthracis LF protease inhibitors, primary screen, biochemical, multiplex microsphere, MLPCN library; AID 588501, 2011; multiplex microsphere protease cleavage assay; inhibition, % at 10 µM; Lethal factor (Bacillus anthracis), P15917; hit rate 0.12% among 360,000; in the data active means inhibition above about 30%; further: plate controls were buffer without enzyme for full effect and enzyme alone for no effect
PfHsp40 yeast = rescue of yeast from PfHsp40 toxicity, primary screen, S. cerevisiae, ATP luminescence; S. cerevisiae expressing PfHsp40, growth rescue; growth rescue, % at 12.5 µM; hit rate 0.68% among 340,000; AID 504582, 2011; in the data active means growth rescue above about 28%, passing the limit was not always enough;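 further: yeast W303a lacking pdr1 and pdr3 grown in galactose medium; growth measured after three days at 30 °C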
Active calls of the source: *; i = inactive; / = no result given.

SMILES	Y pestis TopoI	Vc quorum ag	TcdB inh	Rv3671c inh	MazF activator	SSB-PriA inh	DUSP3 inh	3CLpro inhibitor	Anthrax LF prot	PfHsp40 yeast
CCCn1c(SCC(=O)Nc2cccc(S(=O)(=O)NC3=NCCCCC3)c2)nc2ccccc2c1=O	-3.5	i	1.1	5.1	-5.2	-5.3	38.3	3.5	-12.6	0.3
Cc1cc(NC(=O)Cn2cnc3c2c(=O)n(C)c(=O)n3C)n(-c2ccccc2)n1	3.3	/	/	1.9	3.5	0.2	-5.0	-0.1	-7.4	-0.8
OC(c1ccc(F)cc1)c1nc(-c2ccccc2)cs1 (centres undefined)	0.1	-0.7	0.7	/	/	/	/	/	-5.3	/
NC(=S)N(c1ccccc1)c1ccccc1	-12.4	2.2	-0.6	-5.1	7.9	2.2	-18.0	1.4	-1.3	-0.6
Cc1cccc(NC(=O)c2cccc(S(=O)(=O)Nc3ccccc3C(=O)O)c2)c1	3.2	i	-1.2	-14.0	2.5	-12.5	13.9	2.2	-6.8	0.2
N#Cc1ccc(C23CC4(C2)[C@H](CN(Cc2ccc(C(F)(F)F)cc2)[C@@H]4c2ccccc2)C3c2ccccc2)cc1 (some centres undefined)	5.7	i	-0.3	-14.0	-6.0	-0.9	22.5	/	-5.0	-1.2
Cc1ccc(C)c(SCC(=O)NC(=O)NC2CCCC2)c1	-3.2	-3.1	0.4	1.2	-9.4	-12.2	/	/	6.9	1.0
Cc1cc2occ(CC(=O)N(C)CC(=O)Nc3c(C)cccc3C)c2cc1C	18.2	i	1.4	2.8	1.3	-1.8	/	/	1.9	-0.1
COc1cccc(NC(=O)CN2CC(c3ccccc3)CC2=O)c1 (centres undefined)	4.9	-0.6	-1.2	7.4	4.1	-7.8	12.4	-2.9	-0.8	-2.2
CCn1c(-c2ccc([N+](=O)[O-])cc2)n[nH]c1=S	-0.5	6.7	/	8.3	0.5	-7.8	36.7	-2.9	11.9	0.9
CCOC(=O)Cc1nnc(NC(=O)COc2ccc(F)cc2)s1	-3.0	-0.3	/	-8.3	-9.8	-12.9	20.0	1.9	-2.6	-0.3
COC(=O)c1cc2sccc2n1CC(=O)Nc1cc(OC)cc(OC)c1	3.9	1.7	1.3	-9.4	-0.6	2.8	23.7	1.6	3.0	-0.7
CCOC(=O)CCSc1nc(C)c2cc(C)c(C)cc2n1	25.4	i	/	4.3	-1.6	-35.8	17.9	1.4	-11.1	1.3
CCCCNC(=O)c1cc2c(=O)n3cccc(C)c3nc2n(Cc2ccccc2)c1=N	8.1	i	2.4	-4.1	-21.7	-11.8	-19.5	-2.5	12.1	-0.4
CCOc1ccc(S(=O)(=O)N(C)CC(=O)NCc2ccco2)cc1	1.1	-0.9	0.8	-17.0	4.8	-3.4	2.2	-9.0	6.2	0.8
O=C(CCn1c(=S)[nH]c2cc3c(cc2c1=O)OCO3)NCc1ccccc1Cl	-7.5	i	0.0	-13.0	-19.4	-4.4	-5.0	-1.4	-4.5	-0.7
CCOC(=O)NCCc1c(C)nc2c(c(C)nn2C(C)(C)C)c1C	21.8	1.9	/	1.9	1.6	7.7	7.6	-4.7	-0.9	1.1
Cc1c(C(=O)NC(c2ccccn2)C(F)(F)F)oc2c(F)cccc12 (centres undefined)	-1.2	0.9	0.7	2.6	0.9	-9.6	-5.9	2.2	0.8	-1.2
O=C(COC(=O)c1cccnc1Cl)Nc1ccc2c(c1)OCO2	-8.5	i	0.0	-3.7	-3.1	-9.8	26.2	1.4	-6.2	-0.3
COc1cc(CCC(=O)OCC(=O)Nc2ccc(Br)cc2F)cc(OC)c1OC	11.7	-2.3	1.7	3.8	-7.0	-9.4	38.4	6.0	9.6	-0.2
CC(C)Oc1cccc(C(=O)C2CCCN(S(=O)(=O)C(C)C)C2)c1 (centres undefined)	2.7	/	0.3	-2.7	3.6	-23.1	25.2	0.2	-0.3	0.7
O=C(c1cccc(Cl)c1)c1nn(-c2ccccc2)c(=O)cc1C(F)(F)F	-8.0	0.5	/	-10.5	-1.9	23.0	-16.4	4.2	-0.8	6.4
COc1cccc2cc(C(=O)C3=C(O)C(=O)N(Cc4ccco4)C3c3cccnc3)oc12 (centres undefined)	3.0	-0.3	/	-1.9	10.3	12.9	8.5	-1.4	-0.9	-1.4
Cc1ccc(C)n1-c1ccc(C(=O)NCc2ccncc2)cc1	2.5	-0.3	0.5	-3.3	-4.8	-8.8	25.9	4.0	-8.2	-1.5
C[C@@H](NC(=O)[C@@H]1Cc2ccccc2CN1)C(=O)NC1CCCCC1	9.7	-11.1	1.5	-1.5	2.7	-23.7	-18.0	-3.1	0.9	1.0
Cn1nnc2cc(NC(=O)Nc3cccc(C(F)(F)F)c3)ccc21	-1.1	-0.3	-0.1	-33.1	-4.6	1.7	1.9	-4.7	-2.5	-0.3
COc1ccc(NC(=S)N2C3CCC2CC(NC(=O)NC24CC5CC(CC(C5)C2)C4)C3)c(OC)c1 (centres undefined)	19.0	3.3	1.5	-6.0	-2.6	-6.9	-18.5	1.5	0.6	8.1
O=C1CC(=O)N(c2cccc(Cl)c2)C(=O)N1	-1.8	7.1	/	-2.6	-2.1	-10.2	-4.6	2.1	-5.5	-1.2
Cc1ccc2ncccc2c1N	-0.3	2.1	2.4	-5.2	6.0	-6.0	-19.7	-6.4	-3.8	0.5
COc1cc(NC(=O)COC(=O)c2nc3nc(C)cc(C)n3n2)cc(OC)c1	8.8	i	/	4.1	11.1	4.3	13.2	5.4	-2.2	0.5
Cc1ccc(-n2c(-c3ccncc3)n[nH]c2=S)cc1C	2.8	-0.9	3.1	-4.1	0.3	-0.3	1.2	-5.9	-4.2	-1.1
Cc1onc(-c2ccccc2)c1NC(=O)N(CCC(=O)O)Cc1ccccc1	-2.6	i	0.6	1.2	2.6	-9.6	-4.8	-0.2	-3.9	/
COC(=O)C1=C(C)N(Cc2ccccc2)C(=S)N[C@H]1c1ccc(Br)cc1	19.3	i	1.6	-7.7	2.2	-16.6	/	/	-4.0	4.6
Cc1ccc(S(=O)(=O)C(C#N)c2nc3ccccc3nc2OCCO)cc1 (centres undefined)	-0.7	i	-2.6	-8.0	-1.6	-2.2	29.7	0.1	2.4	-1.0
CN(C)S(=O)(=O)c1cccc(NC(=O)CN2C(=O)NC(CCc3ccccc3)C2=O)c1 (centres undefined)	10.9	0.6	-0.2	1.3	0.3	-5.8	9.9	0.4	0.5	2.2
COc1ccccc1N1CCN(C2=CC(=O)CCC2)CC1	1.3	-0.5	-0.4	-5.7	13.0	-0.3	38.9	-2.7	-1.3	-1.5
N/C(=N\N=C\c1cccs1)SC1CC(=O)N(c2cccc([N+](=O)[O-])c2)C1=O (centres undefined)	2.4	-0.4	1.5	-7.0	-4.9	/	9.1	-0.5	11.4	-1.4
O=C(Nc1ccc(C(=O)N2CCCCC2)cc1)Nc1cccc(Cl)c1	-8.7	-0.1	0.8	-25.9	3.5	-0.8	5.0	2.9	1.0	9.7
COc1ccc(NCCc2ccccn2)cc1	-10.6	0.0	-9.8	4.4	10.9	-1.8	-3.8	-0.2	16.0	-0.9
CCOc1ccccc1NS(=O)(=O)c1ccc(OC)c(OC)c1	-2.3	-0.7	/	13.3	0.6	1.4	27.0	-3.1	-13.4	0.0
CC(=O)c1cccc(NS(=O)(=O)c2ccc(-c3cnc(C4CC4)o3)cc2)c1	11.4	-0.3	3.8	-2.1	2.4	1.5	-18.6	7.5	-0.1	2.9
CCN(CC)CCN(C(=O)c1ccc(N2C(=O)CCC2=O)cc1)c1nc2cc3c(cc2s1)OCO3	/	/	-0.3	6.7	/	/	21.7	1.3	/	/
CCN(C(=O)CCN1C(=O)S/C(=C\c2ccccc2)C1=O)C1CCS(=O)(=O)C1 (centres undefined)	14.2	1.1	1.4	5.5	0.7	-10.2	-22.1	0.5	-4.4	0.1
Cc1ccc(C)n1CCN1CCN(C(=O)c2ccc(Cl)cc2)CC1	-0.3	i	0.1	4.6	3.0	-5.7	-0.3	-3.9	-7.5	-0.7
CCOCCCNC(=O)C1CCC(=O)N1CCc1ccccc1 (centres undefined)	5.4	i	/	5.0	7.4	-0.1	-2.0	-3.1	1.2	-1.7
O=C(NCC1CCCO1)C(=O)NCC(c1ccco1)N1CCN(c2ccc(F)cc2)CC1 (centres undefined)	5.0	-0.6	0.5	-4.1	2.9	-9.6	1.2	-0.4	3.1	-0.4
Cc1ccnc2nc(C(=O)OCC(=O)N(C)C3CCCCC3)nn12	4.9	-10.0	-1.4	/	-9.6	/	/	/	-9.1	/
O=C(O)c1ccc(Nc2nc(-c3cc4ccccc4oc3=O)cs2)cc1O	-16.4	0.2	-0.5	/	5.5	-32.9	9.1	7.9	1.2	1.5
Cc1cccc(NC(=O)Cn2ccn(-c3ccc4c(c3)OCCO4)c(=O)c2=O)c1	-2.3	-2.9	1.1	-3.4	7.1	-12.6	/	/	-1.4	1.2
Cc1cccc2c1-c1sc(C(=O)Nc3cccc([N+](=O)[O-])c3C)cc1CO2	-9.0	-0.2	-0.2	-8.4	3.4	-11.4	-34.5	4.8	0.8	-0.6
FC(F)(F)c1ccccc1NC(=S)N1CCCCCC1	9.3	i	0.5	/	3.8	-6.1	15.0	-1.4	0.0	-1.0
CCNC(=O)c1ccc(-n2nc(C(F)(F)F)c3c2CCCC3)cc1	-0.6	-0.2	/	1.7	-4.8	0.7	20.5	6.8	-3.6	0.3
CCN(CC)c1ccc(C(=O)N/N=C(\C)c2ccc(OC)c(OC)c2)cc1	10.6	i	/	7.5	-14.7	/	-12.5	0.4	0.8	0.1
COc1cccc(N(CC(=O)Nc2cccnc2)S(C)(=O)=O)c1	-0.1	-1.0	-0.1	-2.8	9.6	-8.1	4.3	3.7	-0.8	0.1

Quoted at random: 7 entries already listed.
SMILES	Y pestis TopoI	Vc quorum ag	TcdB inh	Rv3671c inh	MazF activator	SSB-PriA inh	DUSP3 inh	3CLpro inhibitor	Anthrax LF prot	PfHsp40 yeast
Cc1ccnc2nc(C(=O)OCC(=O)N(C)C3CCCCC3)nn12	4.9	-10.0	-1.4	/	-9.6	/	/	/	-9.1	/
Cc1cccc2c1-c1sc(C(=O)Nc3cccc([N+](=O)[O-])c3C)cc1CO2	-9.0	-0.2	-0.2	-8.4	3.4	-11.4	-34.5	4.8	0.8	-0.6
FC(F)(F)c1ccccc1NC(=S)N1CCCCCC1	9.3	i	0.5	/	3.8	-6.1	15.0	-1.4	0.0	-1.0
CCN(CC)c1ccc(C(=O)N/N=C(\C)c2ccc(OC)c(OC)c2)cc1	10.6	i	/	7.5	-14.7	/	-12.5	0.4	0.8	0.1
CCNC(=O)c1ccc(-n2nc(C(F)(F)F)c3c2CCCC3)cc1	-0.6	-0.2	/	1.7	-4.8	0.7	20.5	6.8	-3.6	0.3
Cc1cccc(NC(=O)Cn2ccn(-c3ccc4c(c3)OCCO4)c(=O)c2=O)c1	-2.3	-2.9	1.1	-3.4	7.1	-12.6	/	/	-1.4	1.2
COc1cccc(N(CC(=O)Nc2cccnc2)S(C)(=O)=O)c1	-0.1	-1.0	-0.1	-2.8	9.6	-8.1	4.3	3.7	-0.8	0.1

Some of the compounds tested. The share of hits here may be higher or lower than overall.
